MBD2 inh = blocks human MBD2 binding to methylated DNA; Q9UBB5; TR-FRET, MBD2 binding to methylated oligonucleotide; inhibition, % at 4.4 µM; 370,000 compounds, 0.31% hits; AID 686964; in the data active = inhibition above about 13%
DDE Tn6 FP inh = disrupts Tn6 cyclic peptide binding to fibrin D-Dimer-E complex; Fibrin DD(E) TRITC-Tn6 fluorescence polarization displacement; inhibition, % at 8.3 µM; 370,000 compounds, 0.21% hits; P02675;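 active = inhibition above a per-campaign cutoff: mean of compounds within control limits plus 3 SD, cut at about 15% in these data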;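 also: 0% = median of all compound wells on the plate and 100% = blocking peptide control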
UHRF1 binding = blocks human UHRF1 binding to methylated DNA | Q96T88 | UHRF1 binding to methylated oligo, TR-FRET | inhibition, % at 4.4 µM | 370,000 compounds, 0.75% hits | AID 687016; in the data active = inhibition above about 21%;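 also: UHRF1 SRA domain binding a hemimethylated CpG hairpin DNA probe; 0% = median of test compound wells and 100% = reference inhibitor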
Target sequence (Q96T88 whole entry, looked up, the tested form may be a part): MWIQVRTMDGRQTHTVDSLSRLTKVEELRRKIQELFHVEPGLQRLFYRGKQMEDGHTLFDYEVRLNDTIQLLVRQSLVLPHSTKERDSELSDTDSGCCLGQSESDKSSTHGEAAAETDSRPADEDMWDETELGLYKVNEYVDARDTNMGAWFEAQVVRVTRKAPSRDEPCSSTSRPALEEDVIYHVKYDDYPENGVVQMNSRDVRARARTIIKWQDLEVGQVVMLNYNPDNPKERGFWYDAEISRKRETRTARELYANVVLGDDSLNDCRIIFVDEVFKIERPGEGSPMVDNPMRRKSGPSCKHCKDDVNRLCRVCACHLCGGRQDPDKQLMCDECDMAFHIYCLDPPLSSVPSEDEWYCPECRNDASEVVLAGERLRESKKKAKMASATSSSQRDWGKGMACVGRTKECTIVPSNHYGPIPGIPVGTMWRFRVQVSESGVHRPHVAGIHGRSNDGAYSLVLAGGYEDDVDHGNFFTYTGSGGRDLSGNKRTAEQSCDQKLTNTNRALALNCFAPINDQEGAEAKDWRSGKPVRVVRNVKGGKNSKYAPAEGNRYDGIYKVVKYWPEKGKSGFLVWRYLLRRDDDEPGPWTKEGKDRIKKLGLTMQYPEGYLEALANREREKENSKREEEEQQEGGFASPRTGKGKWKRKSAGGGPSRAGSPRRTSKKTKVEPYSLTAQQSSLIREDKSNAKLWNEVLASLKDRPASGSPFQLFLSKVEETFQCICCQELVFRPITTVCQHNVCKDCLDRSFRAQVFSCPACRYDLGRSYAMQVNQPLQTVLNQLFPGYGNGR
PLC-beta3 inh = blocks human PLC-beta3 enzyme activity; 370,000 compounds, 0.18% hits; Q01970; Purified PLC-beta3, fluorogenic substrate, fluorescence; AID 720704; inhibition, % at 12.2 µM; in the data active = inhibition above about 11%;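 also: 0% = median of compound wells on plate and 100% = full blocker control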
DDE Tn7 FP inh = DD(E)-Tn7 binding inhibition, primary FP screen. P02675. FP displacement of FITC-Tn7 peptide from fibrin DD(E); 0% = median of compound wells per plate. inhibition, % at 8.3 µM. 370,000 compounds, 0.13% hits. AID 720508;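 active = inhibition above the mean of compounds falling within the control limits plus 3 SD of them, cut at about 14% in these data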;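 also: 0% = plate median of compound wells and 100% = 10 µM Aha-Tn7 peptide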
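Assay system: human fibrin DD(E). Input: DD(E) 2 µM final. Medium: Tris buffer with calcium and detergent, pH 7.8. Compound dosing: single point at 8.3 µM. Timing: 10 min plus 3 h, room temperature. Technique: fluorescence polarization of the labelled Tn7 tracer. Read-out: percent inhibition. Replicates: singlicate testing.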
KLK7 zymogen act = activators of human kallikrein-7 zymogen; 370,000 compounds, 0.9% hits; P49862; purified proKLK7, EDANS-DABCYL substrate fluorescence; 100% is mature enzyme control, 0% vehicle; activation, % at 7 µM; AID 652039;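 active = activation above the mean of all tested compounds plus 3 SD, computed per campaign excluding outliers beyond control limits, cut at about 13% in these data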
Target sequence (P49862 whole entry, looked up): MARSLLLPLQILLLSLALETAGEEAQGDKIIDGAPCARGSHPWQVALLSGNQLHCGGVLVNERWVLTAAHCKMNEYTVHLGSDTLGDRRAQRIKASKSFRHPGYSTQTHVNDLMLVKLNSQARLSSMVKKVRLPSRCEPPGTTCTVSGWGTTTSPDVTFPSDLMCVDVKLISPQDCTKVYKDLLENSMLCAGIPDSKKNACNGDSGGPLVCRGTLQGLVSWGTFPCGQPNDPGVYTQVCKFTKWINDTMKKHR
PLCg1 inh = blocks human PLC-gamma1 enzyme activity; P19174; purified PLC-gamma1, fluorogenic substrate, fluorescence; inhibition, % at 12.2 µM; 370,000 compounds, 0.84% hits; in the data active = inhibition above about 9.5%
ASAP1 GAP inh = inhibitors of human ASAP1 ArfGAP activity | inhibition, % at 16.5 µM | ASAP1-stimulated ARF1 GTP hydrolysis, GDP FP detection | 360,000 compounds, 0.19% hits; in the data active = inhibition above about 25%;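 also: 0% = vehicle with enzyme and substrate and 100% = no enzyme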
ADAM17 inh = inhibits human ADAM17; recombinant ADAM17, EDANS/DABCYL FRET peptide cleavage; 370,000 compounds, 0.83% hits; inhibition, % at 6.95 µM; P78536;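 active = inhibition above the mean of compounds lying between control limits plus 3 SD, set per campaign, cut at about 8.5% in these data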;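 also: 0% = DMSO-only wells as the low control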
ARFGAP1 inh = rat ARFGAP1 inhibition. Arfgap1-stimulated ARF1 GTP hydrolysis, GDP FP detection. inhibition, % at 16.5 µM. 360,000 compounds, 0.26% hits. AID 651572;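 active = inhibition above a per-plate limit, mean inhibition of low control wells plus 3 SD, cut at about 25% in these data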;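 also: 0% = DMSO wells with enzyme and 100% = wells lacking Arfgap1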
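Material – truncated rat Arfgap1 GAP domain · Buffer or medium – HEPES-based buffer, pH 7.5 · Reagent – human ARF1(Δ1-17)-GTP substrate · Dosing – 16.5 µM single point, 1.26% DMSO · Schedule – GTP hydrolysis reaction 2 h at 25 °C · Technique – GDP detection by fluorescence polarization · Benchmarks – No-Arfgap1 wells (100%) versus DMSO full-reaction wells (0%) · Repeats – single replicate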
Active calls of the source: *; i = inactive.

PLCg1 inh	MBD2 inh	ADAM17 inh	ASAP1 GAP inh	DDE Tn6 FP inh	ARFGAP1 inh	KLK7 zymogen act	DDE Tn7 FP inh	PLC-beta3 inh	UHRF1 binding	Molecule
0.4	-3.5	-2.2	5.4	10.9	12.6	0.1	0.8	-6.0	1.6	O=c1ccc(-c2ccc(S(=O)(=O)Nc3cccc(F)c3)o2)n[nH]1
1.3	-1.0	-0.3	-3.9	-3.0	1.7	-0.1	-3.3	1.2	5.7	COc1ccc(C(=O)NC(=S)NCc2cccnc2)cc1Br
-1.9	-1.2	-1.6	-12.5	-0.1	5.9	0.3	-3.8	0.5	-0.4	CC(C)NC(=O)N(C)C[C@@H]1Oc2ccc(NC(=O)CCN3CCOCC3)cc2CC(=O)N([C@@H](C)CO)C[C@@H]1C
-4.6	1.3	0.3	13.4	-3.4	1.6	0.4	-4.2	-5.4	-2.7	N#Cc1ccncc1Sc1ccc(Cl)cc1
0.1	-4.2	1.2	3.1	-3.1	-2.4	0.0	3.8	2.9	-1.8	F[B-](F)(F)COCc1ccccc1C#Cc1ccccc1
-43.9	0.5	-3.8	-6.3	-4.0	1.9	-0.4	-2.5	-45.2	-2.4	COC(=O)Cn1c(=NC(=O)c2nc3ccccc3s2)sc2cc(S(N)(=O)=O)ccc21
-1.7	-5.4	-6.5	0.9	-1.3	-2.0	0.2	2.9	0.6	-1.5	Cc1nc2scc(-c3ccccc3)c2c(=O)n1N
-5.6	1.2	0.4	-3.8	-9.5	-14.7	-1.8	6.2	-8.9	0.8	COc1ccc(C(=O)/C=C/c2cccc(OCc3ccccc3)c2)cc1CSCC(=O)O
-6.3	-4.5	-2.0	1.6	-0.1	8.0	0.0	3.2	-12.6	-2.9	CN1CCc2ccc(NC(=O)c3ccc(C(F)(F)F)cc3)cc2C1
1.2	8.3	-4.5	0.7	-3.4	9.9	0.0	-3.3	-1.6	0.3	CCOCCCn1c(=S)[nH]c2ncccc2c1=O
-6.0	-1.1	-0.6	9.4	-6.7	-3.6	0.7	-9.1	-7.8	-0.1	c1ccc2c(c1)[nH]c1ccncc12
4.5	-0.8	-5.0	-5.0	-1.0	-0.1	-0.2	-2.6	-5.1	-3.6	COc1ccc(CCN2CC(C(=O)N(C)C3CCOCC3)CCC2=O)cc1 (stereo unspecified)
-130.2	-5.7	-4.2	-5.2	-7.5	8.3	-21.7	-9.3	-203.1	0.9	COc1ccc(-n2nc(C(=O)NCC(=O)N3CCCC(C)C3)c3ccccc3c2=O)cc1Cl (stereo unspecified)
-0.1	-5.0	-1.6	4.3	2.3	-0.9	0.1	5.5	-4.3	0.1	O=C(CN1C(=O)CSC1=O)Nc1ccccc1F
0.0	-0.2	-4.4	3.0	0.8	-8.3	-0.3	4.0	-3.8	1.2	COc1cccc(-n2c(C)nc3c(cnn3-c3ccc(C)cc3)c2=O)c1
2.0	7.2	-8.0	-6.5	-5.0	-3.6	-0.5	-2.3	-8.5	1.6	CCOC(=O)C1(CC)NC(c2ccc(OC)c(OC)c2)C2C(=O)N(c3cccc(C(C)=O)c3)C(=O)C21 (stereo unspecified)
-444.9	-5.2	-65.0	16.1	-3.3	13.8	-1.8	1.9	i	-2.9	COc1ccc(-c2oc3cccnc3c2/C=C/c2ccc(OC)c(OC)c2)cc1
0.7	-0.9	-1.0	-1.2	4.8	-1.6	1.0	2.1	-1.6	-2.1	Cc1cccc(NC(=O)c2cc(S(=O)(=O)N3CCCCC3)ccc2Cl)n1
4.6	-5.8	-2.4	13.2	3.3	7.3	1.2	-13.4	2.4	-3.1	COCCN(C(=S)Nc1ccccc1OC)C1CCN(C(C)C)CC1
-0.7	-3.8	-3.1	8.2	5.3	-6.7	0.2	1.4	-7.8	-2.0	N#CCN1C(=O)C(=O)N(Cc2cccc(C(F)(F)F)c2)C1=O
3.5	-0.6	3.1	6.0	-1.0	-1.6	0.1	-5.7	-0.3	4.1	O=C(NN1C(=O)c2cc(Br)ccc2NC1c1ccccc1Cl)c1ccncc1 (stereo unspecified)
2.2	-0.5	-0.8	7.1	3.8	5.5	1.1	12.0	-4.2	1.3	CCSc1nnc([C@@H](NC(=O)OC(C)(C)C)C(C)C)o1
-2.4	2.1	-3.6	14.1	3.5	-1.9	0.9	-0.6	2.5	-0.9	COc1ccc(CN2C[C@@H](CO)O[C@@H](n3cnc4c(NC5CCC5)ncnc43)C2)cc1
-3.8	1.9	0.5	8.2	-4.9	-7.3	0.1	-3.4	-1.9	1.2	CCn1c(O)c(C=Nc2ccccc2)oc1=S
-1.5	1.0	-4.7	0.7	-2.5	5.4	-0.1	4.1	3.8	0.2	CC(Oc1ccc(-c2ccccc2)cc1)C(=O)N1CCOCC1 (stereo unspecified)
1.7	5.6	-1.4	6.4	-0.3	-0.5	0.3	0.4	-0.7	4.2	O=C(N/N=C/c1ccccc1Cl)c1[nH]c2ccc(Br)cc2c1-c1ccccc1
0.1	1.6	-0.6	15.7	0.8	6.5	-0.9	-5.3	-3.9	1.4	COc1ccc(OC)c(NC(=O)CN2C(=O)COc3ccc(C)cc32)c1
-7.7	1.9	-5.9	4.8	3.0	2.7	0.1	5.2	-13.5	-1.7	COC(=O)C1=C(C)NC(C)=C(C(=O)OC)C1c1ccc2ccccc2n1
-73.7	-0.4	-119.2	1.9	-3.5	2.9	3.1	-7.7	-95.5	-1.0	CCOC(=O)CCc1c(C)c2ccc(OCC(=O)OC(C)C)cc2oc1=O
2.3	2.4	-1.5	-1.7	-0.5	-11.9	-0.1	3.0	4.2	-0.7	COC(=O)CSc1nc(NCC(C)C)nc(N2CCOCC2)n1
-2.5	5.3	-2.4	-2.8	5.8	-1.8	0.3	6.3	-6.2	0.0	CCc1cc2c(cc(C(=O)O)n2C)s1
5.3	-1.4	3.0	0.3	4.8	2.1	-0.1	-1.1	6.9	1.1	O=C(NC1CCCc2c1cnn2-c1ccc(F)cc1F)c1ccccn1 (stereo unspecified)
-0.3	-5.4	0.3	-2.6	-10.7	-7.4	0.9	-0.5	3.9	1.5	CS(=O)(=O)N1CCC(c2noc(-c3ccc(C(F)(F)F)cc3)n2)CC1
0.0	3.5	-3.9	-6.1	1.9	2.7	0.7	1.8	-0.2	-2.4	Clc1ccc(CSc2nnc(-c3cccnc3)o2)cc1
3.7	-5.9	1.4	-8.9	0.2	8.3	-0.2	0.3	1.3	0.8	CC(Sc1cccc[n+]1[O-])c1ccccc1 (stereo unspecified)
-3.0	4.9	-5.2	-4.5	1.5	1.5	-0.2	2.3	-2.5	-0.4	COc1cccc(C(=O)SC2=NCCS2)c1
0.8	1.7	-0.9	-12.2	-0.6	-10.2	-0.1	2.0	-0.2	1.0	CCOCCCn1c(=S)[nH]c2cc(C(=O)N3CCC(C(N)=O)CC3)ccc2c1=O
0.7	-1.1	-0.4	-8.8	-3.5	9.8	0.6	-3.2	-4.3	-0.7	O=C(NC1CCCC1)C(C1CC1)n1c(-c2ccnc3ccccc23)nc2ccccc21 (stereo unspecified)
1.4	4.6	-0.2	-3.2	-3.9	-1.3	0.3	-8.4	-6.8	-1.8	Cc1c(NC(=O)CSCc2ccc(Cl)cc2Cl)cccc1C(=O)O
7.2	-2.3	3.9	4.7	2.0	9.8	0.1	-8.4	-1.3	1.8	COc1cc(C(=O)Nc2cc(S(=O)(=O)N3CCOCC3)ccc2N2CCN(C)CC2)cc(OC)c1OC
5.2	-3.3	3.9	0.5	-6.4	-9.0	0.9	5.5	-1.8	2.8	O=C(Nc1cccc(NC(=O)c2ccc3c(c2)OCO3)c1)c1ccccc1
-33.1	-0.5	-7.7	-2.5	-8.7	5.6	0.3	0.5	-39.9	-2.5	O=C(NNc1nc2c(F)cccc2s1)c1cc(=O)c2ccccc2o1
-0.8	-2.4	2.0	9.8	0.0	1.9	0.0	-5.0	-5.2	2.2	Cc1ccc(CNC(=O)C2CCCN(c3ncnc4c3nc3n4CCCCC3)C2)cc1 (stereo unspecified)
0.0	-3.8	-3.0	-7.5	2.1	-6.8	-0.7	-1.6	3.2	-0.4	CN(C)C1=NC[C@H](Cc2ccccc2)N1CC1CCCC1
2.7	-2.2	-2.5	5.4	-4.8	-3.8	0.1	2.0	-4.4	-0.8	CN1C(=O)c2ccc(C(=O)NCc3ccccn3)cc2C1=O
-0.9	4.8	-5.2	4.0	-2.8	-2.1	0.2	-2.5	-5.3	-2.0	COc1ccccc1N1CCN(/N=C\c2cccnc2)CC1
-268.1	-13.0	i	4.9	-4.3	2.8	-0.2	-2.4	-378.3	-6.9	O=[N+]([O-])c1cccc(Nc2c3ccccc3nc3ccccc23)c1
2.6	5.0	-8.9	6.8	8.1	6.8	0.2	0.0	-4.2	0.6	CSc1nc(N2CCOCC2)c2c3c(sc2n1)CCCC3
0.7	-2.8	-2.5	4.8	-6.1	4.8	0.0	1.7	1.7	4.5	CCCC1(C)SC(NC(C)=O)=NN1C(C)=O (stereo unspecified)
0.8	-0.2	-3.8	-7.8	-4.1	5.7	0.1	-1.6	-2.2	-0.3	Cc1cccc(N2CCN(C(=O)Cn3ccc4ccccc4c3=O)CC2)c1C
1.2	0.7	-0.1	1.1	4.7	9.3	0.3	-0.4	-4.8	-1.1	O=[N+]([O-])c1cccc(S(=O)(=O)Nc2ccc(-c3ccc(N4CCCC4)nn3)cc2)c1
4.7	2.1	-0.9	12.7	5.0	1.4	0.3	2.2	2.5	3.2	CCN1C(=O)N[C@@H](CCc2ccccc2)[C@H](C(=O)OC)[C@H]1C
-0.8	-3.2	0.4	10.8	1.4	-3.7	-0.2	-4.9	-10.8	-2.1	COc1cc(/C=N/NC(=O)C(=O)/C=C2\NC(C)(C)Cc3ccccc32)ccc1O

Part of the list above in a different format:
Second line of a record – PLCg1 inh | MBD2 inh | ADAM17 inh | ASAP1 GAP inh | DDE Tn6 FP inh | ARFGAP1 inh | KLK7 zymogen act | DDE Tn7 FP inh | PLC-beta3 inh | UHRF1 binding
O=C(NC1CCCC1)C(C1CC1)n1c(-c2ccnc3ccccc23)nc2ccccc21 (stereo unspecified)
  0.7 | -1.1 | -0.4 | -8.8 | -3.5 | 9.8 | 0.6 | -3.2 | -4.3 | -0.7
Cc1c(NC(=O)CSCc2ccc(Cl)cc2Cl)cccc1C(=O)O
  1.4 | 4.6 | -0.2 | -3.2 | -3.9 | -1.3 | 0.3 | -8.4 | -6.8 | -1.8
COc1cc(C(=O)Nc2cc(S(=O)(=O)N3CCOCC3)ccc2N2CCN(C)CC2)cc(OC)c1OC
  7.2 | -2.3 | 3.9 | 4.7 | 2.0 | 9.8 | 0.1 | -8.4 | -1.3 | 1.8
O=C(Nc1cccc(NC(=O)c2ccc3c(c2)OCO3)c1)c1ccccc1
  5.2 | -3.3 | 3.9 | 0.5 | -6.4 | -9.0 | 0.9 | 5.5 | -1.8 | 2.8
O=C(NNc1nc2c(F)cccc2s1)c1cc(=O)c2ccccc2o1
  -33.1 | -0.5 | -7.7 | -2.5 | -8.7 | 5.6 | 0.3 | 0.5 | -39.9 | -2.5

Screens: PubChem, The Scripps Research Institute Molecular Screening Center
